# Source: PubChem BioAssay
# TEAD-YAP block: TEAD-YAP interaction inhibition; hit rate 1.4% among 640,000; HEK-TIYL cells, TEAD-Gal4/YAP UAS-luciferase luminescence; AID 1259422; inhibition, % at 9.12 µM; in the data active = inhibition above about 32%;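 note: 0% = median of test compound wells and 100% = reference inhibitor wells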
# FBW7 activator: human FBW7 E3 ligase activation, primary screen | AlphaScreen FBW7–phospho-cyclin E peptide binding, activator screen | normalized activity (activation), % at 26.1 µM | Q969H0 | hit rate 0.13% among 650,000 | AID 1259310; in the data active = normalized activity above about 1.9%;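 note: purified mutant Fbw7 with reduced substrate affinity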
# Target sequence (Q969H0 whole entry, looked up): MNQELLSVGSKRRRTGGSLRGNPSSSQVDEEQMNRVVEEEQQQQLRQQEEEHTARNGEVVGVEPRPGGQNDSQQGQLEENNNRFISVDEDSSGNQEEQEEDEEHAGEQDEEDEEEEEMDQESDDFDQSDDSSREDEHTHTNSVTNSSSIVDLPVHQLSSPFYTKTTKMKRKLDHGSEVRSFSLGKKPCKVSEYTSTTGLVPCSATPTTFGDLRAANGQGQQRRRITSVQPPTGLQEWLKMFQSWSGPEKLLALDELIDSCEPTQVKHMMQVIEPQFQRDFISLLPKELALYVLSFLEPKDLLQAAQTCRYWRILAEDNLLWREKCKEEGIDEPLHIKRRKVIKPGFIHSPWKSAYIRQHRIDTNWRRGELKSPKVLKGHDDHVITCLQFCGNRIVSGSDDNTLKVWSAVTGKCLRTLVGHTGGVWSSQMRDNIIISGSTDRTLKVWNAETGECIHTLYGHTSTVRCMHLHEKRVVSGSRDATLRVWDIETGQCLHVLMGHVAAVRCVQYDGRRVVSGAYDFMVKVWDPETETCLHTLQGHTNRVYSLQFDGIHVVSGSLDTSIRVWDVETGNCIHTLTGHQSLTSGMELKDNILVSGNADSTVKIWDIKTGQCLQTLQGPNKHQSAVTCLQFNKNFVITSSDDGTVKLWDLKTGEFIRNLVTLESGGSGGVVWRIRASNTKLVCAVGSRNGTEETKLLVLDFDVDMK
# GPR151 activ: activates the human receptor GPR151. activation, % at 11.2 µM. hit rate 1% among 650,000. PathHunter beta-arrestin GPR151 cells, luminescence. AID 1508602; in the data active = activation above about 4.9%;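 note: 0% = median of compound wells and 100% = cells with positive control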
# Target sequence (Q8TDV0 whole entry, looked up): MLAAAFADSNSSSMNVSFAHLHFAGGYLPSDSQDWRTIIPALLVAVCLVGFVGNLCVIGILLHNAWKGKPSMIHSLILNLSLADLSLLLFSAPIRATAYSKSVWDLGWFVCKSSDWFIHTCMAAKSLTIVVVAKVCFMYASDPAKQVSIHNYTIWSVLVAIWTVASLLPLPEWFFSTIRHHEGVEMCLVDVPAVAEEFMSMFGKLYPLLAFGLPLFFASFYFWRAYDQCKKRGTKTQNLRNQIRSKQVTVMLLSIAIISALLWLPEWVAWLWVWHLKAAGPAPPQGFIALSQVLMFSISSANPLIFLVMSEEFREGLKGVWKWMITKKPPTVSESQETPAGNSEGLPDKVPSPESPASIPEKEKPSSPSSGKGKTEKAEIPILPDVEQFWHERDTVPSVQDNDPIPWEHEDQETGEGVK
# MITF inh: inhibitors of human MITF; inhibition, % at 2.6 µM; AlphaScreen MITF homodimerization, bead proximity signal; O75030; hit rate 0.91% among 650,000; in the data active = inhibition above about 50%;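 note: 0% = vehicle wells with protein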
# Starred values were filed as active, the others as inactive; . = no result given.
SMILES,TEAD-YAP block,FBW7 activator,GPR151 activ,MITF inh
CCOC(=O)C1=C(C)NC(C)=C(C(=O)OCC)C1C(=O)OC1CCOC1=O (stereo not given),8,0.0,-1.3,2
O=C(Nc1ncnc2c1ncn2CCO)c1ccccc1,-1,0.0,-0.6,-11
CCc1ccc(C(=O)Nc2nnc(C)s2)cc1,0,0.3,-3.2,12
CC[C@H](C)[C@H](NC(N)=O)C(=O)Nc1ccc(F)c([N+](=O)[O-])c1,9,0.1,1.0,4
O=C1OC(c2ccc(Cl)c(Cl)c2)=N/C1=C\c1ccc(Cl)cc1Cl,-13,-0.2,-1.6,-4
Cc1ccc(N(CC(=O)NC2CCCCC2C)S(=O)(=O)c2c(C)noc2C)cc1 (stereo not given),-2,-0.1,0.7,13
COc1ccc2c(c1)CC(c1nc3ccc(-c4cn[nH]c4)cc3s1)CO2 (stereo not given),5,0.7,0.4,16
CC1CCCN(C/C(O)=C(\C#N)c2nc3ccccc3[nH]2)C1 (stereo not given),1,-0.2,-0.3,-2
COC(=O)N=NC(=O)c1ccc(-n2c(O)c3ccccc3c2O)cc1,-8,0.2,-0.3,-4
CC(=O)COc1coc(CN2CCN(c3ccc(F)cc3)CC2)cc1=O,2,0.1,0.8,9
O=C(NCC1CCCN(C2CSCCSC2)C1)c1cc2ccccc2[nH]1 (stereo not given),5,0.1,1.1,13
CCOc1ccc(/C(O)=C/C(=O)C(=O)Nc2cc([N+](=O)[O-])ccc2OC)cc1,6,0.8,-0.6,13
O=C(c1cc(Cl)ccc1Cl)n1cccn1,0,-0.1,-1.1,-3
Clc1cccc(CN2CCN(Cc3ccco3)CC2)c1,-7,0.1,2.0,72*
Cc1cc(C)cc(NC(=O)c2nc3ncccn3n2)c1,3,-0.1,0.1,9
O=C(C1CC12CCN(C1Cc3ccccc3C1)CC2)N1CCN(c2ccccc2)CC1 (stereo not given),-22,-0.1,0.8,-6
O=C(NCc1cc(Br)cc(Br)c1O)c1ccncc1,3,0.1,0.1,10
COc1cccc(-c2ccc(-c3noc(-c4cccnc4)n3)c(OC)n2)c1,-7,-0.1,0.0,8
Cc1ccc(C(=O)CSc2ccccc2C(=O)O)cc1,-31,0.0,-2.9,7
CCOc1cc(Br)cc(/C=N/NC(=O)COc2cccc(C)c2)c1O,4,0.2,-0.9,2
Oc1ccc(/C=N/NC(=S)N/N=C/c2ccc(O)cc2)cc1,-9,-0.3,-2.3,14
Cc1cc(C)cc(Oc2nc3c(C)cccn3c(=O)c2/C=C(\C#N)C(=O)N2CCOCC2)c1,37*,0.1,3.6,8
O=C1/C(=C/c2ccccc2OC(F)F)N=C2CCCCCN12,3,0.2,1.3,3
COc1cccc(NC(=O)c2cc(Br)ccc2OC)c1,-35,0.2,-0.1,6
COc1ccc(NS(=O)(=O)c2cccc(C(=O)O)c2)cc1Br,-2,-0.3,-0.6,-5
CCOC(=O)c1cc2occc2n1CC(=O)N1CCCC1,-3,0.3,7.4*,-4
COc1ccccc1NS(=O)(=O)c1ccccc1C#N,0,0.0,2.7,-3
N#CC1=C(N)OC2=C(C(=O)CCC2)C1c1ccccc1 (stereo not given),9,0.0,1.6,12
S=C(/C(=C/N1CCOCC1)c1ccccc1)N1CCOCC1,3,0.6,0.0,5
COc1cc(Br)cc(/C=C(\C#N)C(=O)NCCc2ccccc2)c1O,3,0.0,1.0,11

# Some entries already given with just TEAD-YAP block:
SMILES,TEAD-YAP block
CCOC(=O)c1cc2occc2n1CC(=O)N1CCCC1,-3
COc1ccccc1NS(=O)(=O)c1ccccc1C#N,0

# (further entries)
SMILES,TEAD-YAP block,FBW7 activator,GPR151 activ,MITF inh
O=S(=O)(Nc1ccc(Br)cc1)c1cccc2nsnc12,-3,-0.1,-0.7,5
CCOC(=O)c1sc(C)c2c1NC(C)(c1cccs1)NC2=O (stereo not given),9,0.1,-0.3,1
CCC1(C)Cc2c(sc3[nH]c(=S)n(-c4ccc(OC)cc4)c(=O)c23)CO1 (stereo not given),-11,-0.1,1.5,2
Cc1cc(F)ccc1NC(=O)CN1C(=O)CCc2ccccc21,-1,0.7,0.0,7
Cc1ccccc1NS(=O)(=O)c1cc([N+](=O)[O-])c(C)c([N+](=O)[O-])c1,6,-0.1,1.3,12
CCc1ccc(N2C(=O)C(Cl)=C(Nc3ccc(OC)cc3OC)C2=O)cc1,-12,-0.6,0.5,13
CN(C1CCCCC1)S(=O)(=O)c1ccc2c(c1)c(=O)c(C(=O)NC1CCCC1)cn2C,3,0.0,-0.2,12
CCOC(=O)N1CCN(C(=O)c2cc(-c3ccc(C)cc3C)n[nH]2)CC1,1,-0.1,-0.2,-12
CCOC(=O)C1=C(C)NC(SCC(N)=O)=C(C#N)C1c1cccc([N+](=O)[O-])c1 (stereo not given),49*,0.0,0.0,5
CCCCCOc1ccc(NC(=O)c2cccc(C(=O)OCC)n2)cc1,-7,-0.2,0.0,-8
O=C(OCc1ccc(Br)cc1)c1ccc2c(c1)OCCO2,-19,0.2,1.2,-2
Cc1cccc(C)c1NC(=O)CSc1ncc(-c2ccc(F)cc2)o1,-11,0.3,0.8,15
CC/C(=N\NC(=O)CNc1ccc(C)cc1)c1ccccc1,-4,-0.1,0.9,-1
Cc1cccnc1C1(O)CCN(C(=O)c2cc(C(C)C)[nH]n2)CC1,0,-0.1,1.7,1
CCOC(=O)C1(Cc2ccc(Cl)cc2)CCN(CC)CC1,-4,0.2,-0.4,11
Cc1cc(I)ccc1NC(=O)c1ccc(CN2CCOCC2)cc1,18,-0.1,0.2,1
CC1=NN(c2cccc3ccccc23)C(=O)C1,8,-2.0,-1.1,10
O=C(c1ccoc1)N1CCC(CO)(CCc2ccccc2)CC1,-18,-0.1,1.0,-5
COc1ccc(C2(O)CN(c3ccccc3OC)C3=[N+]2CCCC3)cc1 (stereo not given),5,0.4,1.1,8
O=C(Nc1cc(Cl)ccc1Cl)c1c[nH]c(=O)n(-c2ccccc2)c1=O,15,0.0,1.5,-19
N#Cc1sc2ncc3c(c2c1N)CCCC3,-6,0.2,9.7*,4
CC(=O)Nc1cc(C)nc(C)c1OC(C)=O,6,-0.1,-0.2,10
O=[N+]([O-])c1ccc2nn(Cc3ccco3)cc2c1,-3,-0.1,-0.2,0
CC1=C(C(=O)Nc2ccccc2)C(c2ccc(C(F)(F)F)cc2)NC(=S)N1 (stereo not given),-7,0.0,1.7,8
COc1cccc(C(=O)Nc2ccccc2C(=O)O)c1,-9,0.1,-3.8,-3
COc1ccc(NC(=O)C2CCCN(Cc3ccccc3)C2)cc1OC1CCCC1 (stereo not given),10,-0.1,0.0,-6
O=C(NNc1ccc([N+](=O)[O-])cc1)c1ccc(Cl)cc1,10,0.6,-1.7,7
O=C(O)CCNc1nc(-c2ccccc2)c2cc(Br)ccc2n1,8,0.0,-0.6,18
COc1cccc(NC(=O)N2CCN(c3nc4c(OC)ccc(C)c4s3)CC2)c1OC,-10,0.0,2.2,4
CCOC(=O)CNC(=O)c1cc2c(=O)n(C)c(=O)n(C)c2n1Cc1ccccc1,-8,-0.2,-1.0,12
O=C(CSc1nnnn1-c1ccccc1F)Nc1cccc(NC(=O)c2ccco2)c1,-4,0.0,0.5,-12
CC(C)CC(C(C#N)C(=O)N1CCOCC1)C(C#N)C(=O)N1CCOCC1 (stereo not given),-5,0.0,-1.0,-11
Nc1ccc(C(=O)N/N=C/c2ccccc2Cl)cc1,-34,-0.1,0.3,-4
CCc1ccc(-c2cc(-c3ccccc3)c(C#N)c(=O)[nH]2)cc1,10,0.2,-0.1,-14
O=C(c1cc(-c2cccc3cccnc23)cc(-n2cnnn2)c1)N1CCCC1,-1,0.3,-1.2,7
CCOCCn1c(CN2CC(C)OC(C)C2)nc2c1c(=O)n(C)c(=O)n2C (stereo not given),-4,-0.2,1.2,-3
O=C(CN1C(=O)c2ccccc2C1=O)Nc1cccc(-c2nc3ccccc3c(=O)o2)c1,10,0.8,0.5,10
NC(=O)c1c(SCc2ccccc2)cc([N+](=O)[O-])cc1[N+](=O)[O-],6,-0.1,0.9,7
CCOC(=O)C1CCN(C(=O)C(C)N(c2ccc(C)cc2)S(C)(=O)=O)CC1 (stereo not given),2,-0.1,1.6,6
COc1ccc(Cl)cc1NC(=O)C1CCCN(c2cc(C)nc3ncnn23)C1 (stereo not given),-1,0.1,1.3,-9
CC(c1ccccc1)C1C(C#N)=C(N)Oc2n[nH]c(-c3ccccc3)c21 (stereo not given),5,0.1,0.6,10
CCCOC(=O)C1=C(C)NC2=C(C(=O)CCC2)C1c1cc(Br)ccc1OC (stereo not given),10,0.1,-0.2,-1
CCOc1ccc(-n2cc(-c3ccccc3)c3c(NCc4ccccc4Cl)ncnc32)cc1,-3,0.2,-0.6,19
CCc1ccc2c(c1)CCCN2Cc1c(Cl)cccc1Cl,-7,0.0,1.4,3
CC[n+]1ccccc1/C=C\c1ccc(O)cc1,12,0.5,2.5,-2
Cc1ccc(C(C)C)c(OCC(=O)NC(=S)NCc2cccnc2)c1,-1,0.1,0.9,9
COc1ccc(-c2nnc3c4ccccc4c(C)nn23)cc1S(=O)(=O)NC(C)C,-9,0.0,2.3,-9
CC(C)(C)CC(C)(C)c1ccc(O)c(Cc2ccc(Cl)cc2Cl)c1,-11,0.1,0.3,15
CC(C(=O)NCCn1nc(-c2ccco2)ccc1=O)c1ccccc1 (stereo not given),0,-0.1,-0.1,9
COc1ccccc1C(=O)Nc1nc2ccccc2n1CCOc1ccccc1,-33,-0.1,-1.1,-4

# Of the compounds above, these contain a thiophene ring, fused or not.
SMILES,TEAD-YAP block,FBW7 activator,GPR151 activ,MITF inh
CCOC(=O)c1sc(C)c2c1NC(C)(c1cccs1)NC2=O (stereo not given),9,0.1,-0.3,1
CCC1(C)Cc2c(sc3[nH]c(=S)n(-c4ccc(OC)cc4)c(=O)c23)CO1 (stereo not given),-11,-0.1,1.5,2
N#Cc1sc2ncc3c(c2c1N)CCCC3,-6,0.2,9.7*,4

# (further entries)
SMILES,TEAD-YAP block,FBW7 activator,GPR151 activ,MITF inh
CCCCC1=NN2C(=N)/C(=C/c3ccc(OCCOc4ccccc4Cl)c(OC)c3)C(=O)N=C2S1,9,-0.1,-0.7,12
CC(=O)NC1=NC(=O)/C(=C/c2cccc(Oc3ccc(C(F)(F)F)cc3[N+](=O)[O-])c2)N1C,-8,0.0,0.6,2
CN(C)CCOC(=O)C1CC2=C(CCCC2(C)C)CC1C(=O)O (stereo not given),-6,0.0,1.1,5
Fc1ccccc1CNCC1CCCO1 (stereo not given),-2,0.2,0.2,7
O=C(CN1CCOCC1)N/N=C/c1ccc(Cl)cc1Cl,2,0.7,-0.2,9
COc1cc2nc(Oc3ccccc3)nc(Nc3ccc4c(c3)OCO4)c2cc1OC,26,0.6,-1.6,22
COc1ccc(-c2cc3cc(OC)ccc3oc2=O)cc1,-34,0.6,0.0,8
CCOc1ccc(-n2nnc3c(=O)n(CC(=O)N4CCCc5ccccc54)cnc32)cc1,8,0.2,-0.7,22
Nc1nc(Nc2ccncn2)nc2c1ncn2-c1ccsc1,38*,16*,0.0,12
O=C(NCC1CCCO1)C1CCCN1C(=O)Nc1cccc(F)c1 (stereo not given),-3,0.0,0.4,2

# Reprinted at random: seven records from the list, in no set order.
SMILES,TEAD-YAP block,FBW7 activator,GPR151 activ,MITF inh
CN(C)CCOC(=O)C1CC2=C(CCCC2(C)C)CC1C(=O)O (stereo not given),-6,0.0,1.1,5
Fc1ccccc1CNCC1CCCO1 (stereo not given),-2,0.2,0.2,7
O=C(CN1CCOCC1)N/N=C/c1ccc(Cl)cc1Cl,2,0.7,-0.2,9
CCCCC1=NN2C(=N)/C(=C/c3ccc(OCCOc4ccccc4Cl)c(OC)c3)C(=O)N=C2S1,9,-0.1,-0.7,12
CC(=O)NC1=NC(=O)/C(=C/c2cccc(Oc3ccc(C(F)(F)F)cc3[N+](=O)[O-])c2)N1C,-8,0.0,0.6,2
COc1ccc(-c2cc3cc(OC)ccc3oc2=O)cc1,-34,0.6,0.0,8
O=C(NCC1CCCO1)C1CCCN1C(=O)Nc1cccc(F)c1 (stereo not given),-3,0.0,0.4,2

# Other results
SMILES,TEAD-YAP block,FBW7 activator,GPR151 activ,MITF inh
CCOC(=O)c1c(NC(=O)c2cccc(OC)c2)sc(C(=O)NC2CCCC2)c1C,12,0.2,-1.0,14
CCOC(=O)C1=C(C)N=c2s/c(=C\c3cc(Br)c(OC)cc3OC)c(=O)n2C1c1ccc(OC(C)C)cc1 (stereo not given),-2,-0.2,1.7,3
CCOC(=O)c1cc2c(=O)n3ccccc3nc2n(C(C)C)c1=NC(=O)c1cccc(C(F)(F)F)c1,-2,-0.1,-0.3,0
COC(=O)C1=C(C(=O)OC)[C@@H]2N(Cc3ccccc3)c3ccccc3[C@@]23C[C@@H](C(=O)OC)N(C(=O)Nc2cccc(C#N)c2)C3=N1,.,-0.1,-1.1,12
C[C@@H]1CN(C(=O)c2nc3ccc(Cl)cn3c2CNCCc2cccnc2)C[C@H](C)O1,-1,0.0,1.7,-1
COc1ccc(-c2csc(NC(=O)CC3Sc4ccccc4NC3=O)n2)cc1 (stereo not given),-3,0.1,-0.5,3
O=C(Cn1c(-c2cnccn2)nc2ccccc21)NCCc1c[nH]c2ccccc12,1,-0.1,0.6,-3
Cc1nnc(SCC(=O)Nc2nc3c(C)cccc3s2)s1,6,-0.1,-1.2,5
c1ccc(Oc2ccc(Nc3ccnc(N4CCOCC4)n3)cc2)cc1,0,0.1,-0.4,15
Cc1cc(NC(=O)CSc2nc3cc(C(=O)NCCCOC(C)C)ccc3c(=O)n2Cc2ccco2)no1,-2,0.1,0.4,26
Cc1cc(C(=O)N2CCN(c3cc(Cl)ccc3C)CC2)on1,-5,0.3,0.2,2
